From PubChem BioAssay
POLK inh – blocks human DNA polymerase kappa activity; Q9UBT6; purified Pol kappa, fluorescent DNA synthesis assay, 10 min; Potency, µM (titrated, usually from 107 µM), for the others: top-dose activity, negative = inhibition, usual class: inhibitors; hit rate 0.53% among 400,000; further: potency means the concentration at half of the fitted maximal effect; on the % scale 0 is the no-effect control and ±100 the full control effect
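Fluorescent qHTS in 1536-well format: enzyme (10 nM) and compound sat 15 min at room temperature before 50 nM substrate (final) was added. Signal taken at 0 and 10 min; no-enzyme buffer wells were negative controls.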
BLM helicase inh – Bloom syndrome helicase (human) inhibition | P54132 | recombinant BLM DNA unwinding, fluorescence dequenching | Potency, µM (doses to about 56.1 µM), for the others: top-dose activity change, negative = inhibition, usual class: inhibitors | hit rate 0.2% among 350,000 | AID 2528;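 further: potency means the concentration at half of the fitted maximal effect; plate controls were vehicle for no effect and no enzyme for full effect; nearly all actives have a fitted effect of over 35% in size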
TRHR agonist – TRH receptor (human) agonism; P34981; TRHR cells, calcium flux fluo-8, FDSS agonist mode; activation, % at 2 µM; hit rate 0.18% among 360,000; in the data active means activation above about 30%; further: 0% is about no effect
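TRHR-expressing cells loaded with fluo-8 calcium dye; 23 nL library compound pin-transferred, kinetic FDSS fluorescence (Ex 480/Em 530) recorded about 180 s for agonist-induced calcium release, before a 10 nM TRH EC20 addition for potentiator mode.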
POLB inh – DNA polymerase beta (human) inhibition; hit rate 1.3% among 340,000; Potency, µM (top dose mostly 114 µM), inactives show top-dose activity change, negative = inhibition, hits mostly inhibitors; P06746; Pol beta primer extension/strand displacement, fluorescence kinetic; AID 485314; further: potency means the concentration at half of the fitted maximal effect; on the % scale 0 is the no-effect control and ±100 the full control effect
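10 nM enzyme + cpd, 15 min RT; start with substrate 50 nM final; read 0 min and after 10 min RT. Corrected, normalized data; 4-parameter Hill curve fit.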
ERG Ets-DNA blk – blocks human ERG Ets domain binding to DNA. P11308. fluorescence polarization, His-ERG Ets domain / labelled DNA. Potency, µM (titrated, usually from 76.9 µM), inactives show at the top dose FP activity, negative = inhibition, actives largely listed as inhibitors. hit rate 0.028% among 370,000. AID 624246; active means well fitted inhibition curve with a large enough effect in the polarisation, with a control signal flat; inconclusive means small, poorly fitted or top-dose-only effect, or effect the other way, or a change in a side signal; inactive means no such curve, though single readings can be large or run the other way; the % refers to the polarisation;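 further: polarization taken with two DNA probes labelled with fluorescein and Texas red; potency means the concentration at half of the fitted maximal effect; % of control where 0% means no effect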
Target sequence (P11308 whole entry, looked up, the tested form may be a part): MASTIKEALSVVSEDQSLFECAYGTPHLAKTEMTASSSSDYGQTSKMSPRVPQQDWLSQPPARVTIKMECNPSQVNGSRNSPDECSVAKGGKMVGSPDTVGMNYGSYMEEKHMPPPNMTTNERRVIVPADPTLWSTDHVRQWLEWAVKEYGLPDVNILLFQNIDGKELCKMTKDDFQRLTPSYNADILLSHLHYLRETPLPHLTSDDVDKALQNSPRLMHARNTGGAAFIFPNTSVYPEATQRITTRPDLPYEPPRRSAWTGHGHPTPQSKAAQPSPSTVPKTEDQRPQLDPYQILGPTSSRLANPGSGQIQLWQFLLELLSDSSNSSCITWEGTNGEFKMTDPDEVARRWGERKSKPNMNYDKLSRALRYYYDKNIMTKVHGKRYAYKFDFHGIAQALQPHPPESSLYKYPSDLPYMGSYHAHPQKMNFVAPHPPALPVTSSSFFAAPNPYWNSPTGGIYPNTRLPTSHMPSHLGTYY
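His-tagged ERG Ets domain (1 uM in the protein solution; 300mM KCl, 50mM Tris-HCl, 1mM EDTA, 1mM DTT, pH 7.5) received compound, then a probe mix of 5 nM fluorescein-DNA and 100nM Texas-615-DNA. Fluorescence polarization was read for both dyes.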
POLI inh – DNA polymerase iota (human) inhibition; Q9UNA4; Pol iota fluorescent replication assay, 10 min; Potency, µM (series often up to 115 µM), for inactives: at the highest dose activity, negative = inhibition, most hits filed as inhibitors; hit rate 1% among 390,000; AID 588590; further: potency means the concentration at half of the fitted maximal effect
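Fluorescent replication assay read twice, at 0 min and 10 min after adding 50 nM (final) substrate. Enzyme (10 nM) and compounds were first incubated 15 min at room temperature; enzyme-free buffer wells were negative controls.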
Apoferritin bind – candidate novel general anesthetic via apoferritin binding; P02791; apoferritin/1-aminoanthracene competitive binding, fluorescence; Potency, µM (highest dose often 77.5 µM), without a hit: at the highest dose activity change, negative = displacement, hits mostly inhibitors; hit rate 0.074% among 350,000; further: potency means the concentration at half of the fitted maximal effect; on the % scale 0 is the no-effect control and ±100 the full control effect; nearly all actives have a fitted effect of over 20% in size
Target sequence (P02791 2-175 limits assumed): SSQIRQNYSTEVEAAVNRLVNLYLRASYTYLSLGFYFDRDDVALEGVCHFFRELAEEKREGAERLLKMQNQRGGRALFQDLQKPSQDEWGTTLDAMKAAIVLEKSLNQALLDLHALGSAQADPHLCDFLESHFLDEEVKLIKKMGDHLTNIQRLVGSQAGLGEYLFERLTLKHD
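In PBS, apoferritin at 10 uM is loaded with 1-AMA from a 50% saturated solution. After 10 min of compound exposure at ambient temperature, reduced 535 nm fluorescence indicates probe displacement.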
APEX1 inh – APE1 (human) endonuclease inhibition | AID 2517 | hit rate 0.35% among 350,000 | Potency, µM (top dose mostly 65.8 µM), for the others: at the top dose activity change, negative = inhibition, usual class: inhibitors | recombinant APE1, TAMRA/BHQ-2 abasic DNA cleavage fluorescence;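 further: potency means the concentration at half of the fitted maximal effect; plate controls were vehicle for no effect and reference inhibitor for full effect; nearly all actives have a fitted effect of over 55% in size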
Target sequence (P27695 whole entry, looked up): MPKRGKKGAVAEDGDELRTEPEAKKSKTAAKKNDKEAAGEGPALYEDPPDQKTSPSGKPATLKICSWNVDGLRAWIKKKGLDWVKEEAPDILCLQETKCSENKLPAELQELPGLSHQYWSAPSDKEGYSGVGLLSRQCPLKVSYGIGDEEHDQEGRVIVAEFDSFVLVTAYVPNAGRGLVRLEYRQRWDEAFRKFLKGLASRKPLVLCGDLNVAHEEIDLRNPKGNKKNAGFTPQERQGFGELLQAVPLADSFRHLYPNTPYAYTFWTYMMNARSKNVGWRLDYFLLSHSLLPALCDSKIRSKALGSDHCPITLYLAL
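Step 1: APE1 (0.75 nM) with compound, 15 min RT. Step 2: add 50 nM fluorophore/quencher THF duplex. Step 3: three fluorescence reads 60 s apart (525/598 nm); read 3 minus read 1 = reaction progress.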
ALOX12 inh – ALOX12 (human) lipoxygenase inhibition. P18054. purified 12hLO, xylenol orange hydroperoxide absorbance. Potency, µM (top dose mostly 108 µM), without a hit: at the top dose activity change, negative = inhibition, usual class: inhibitors. hit rate 1.1% among 580,000. AID 1671190; further: potency means the concentration at half of the fitted maximal effect; on the % scale 0 is the no-effect control and ±100 the full control effect
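Hydroperoxide product was detected by ferrous iron/xylenol orange as the 573 to 405 nm absorbance ratio. Arachidonic acid at 40 uM (final) was turned over for 30 min at room temperature by 150 nM human 12hLO, pH 7.0 Hepes buffer, after 15 min compound preincubation.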
* = called active by the depositor; u = inconclusive; x = not tested or not shown; & = joins results of further samples; [ ] = remark or other dose. Unless noted, the call rests on the fitted dose curve; in most records, active means well fitted curve in the direction sought with a large enough effect; inconclusive means small, poorly fitted or top-dose-only effect, or another doubt; inactive means no such curve, though single readings can be large; an effect the other way counts as inactive or inconclusive.

SMILES	POLK inh	BLM helicase inh	TRHR agonist	POLB inh	ERG Ets-DNA blk	POLI inh	Apoferritin bind	APEX1 inh	ALOX12 inh
CCCCNC(=O)c1ccc2c(=O)n(Cc3ccc(OC)cc3)c(=O)[nH]c2c1	-1%	3%	0.4	26%	3%	17%	-11%	x	u
CC1Sc2ccc(S(=O)(=O)CCC(=O)N3CCCCC3)cc2NC1=O (stereo not drawn)	6%	1%	-0.1	8%	5%	6%	-13%	20%	-9%
O=c1[nH]c2c(c(=O)[nH]1)OCN(Cc1ccccc1)C2	-7%	x	x	x	-1%	10%	x	x	16%
O=C(NC1CC1)C1CCN(S(=O)(=O)c2ccc(Cl)cc2)CC1	1%	2%	-0.5	55%	-2%	55%[activator]	4%	-1%	-12%
COc1ccc(C(=O)Nc2nc3nc(C)c(Cl)c(=O)n3[nH]2)cc1	5%	2%	1.0	38%	-7%	-17%	-4%	x	u
COc1ccccc1CNC(=O)C1CCN(S(=O)(=O)c2ccc(-n3cnnn3)cc2)CC1	-14%	2%	-1.0	-1%	-11%	15%	1%	81%[activator][12.4 µM]	-15%
COc1cc(CN2CCCC(N3CCc4ccccc4C3)C2)c(Cl)cc1O (stereo not drawn)	3%	0%	1.2	4%	-15%	-20%	-6%	4%	-1%
CCSc1nnc(NC(=O)C2CCCCC2C(=O)OCC(F)(F)C(F)F)s1 (stereo not drawn)	0%	-4%	-2.3	-2%	2%	-15%	2%	-1%	-19%
Cc1ccsc1C(=O)Nc1n[nH]c(C(F)(F)F)n1	3%	-3%	1.0	2%	8%	66%[activator]	6%	-4%	1%
O=C(CN(Cc1ccccc1)S(=O)(=O)c1ccc2c(c1)OCCO2)Nc1ccc2c(c1)OCCO2	-8%	-2%	-0.4	-2%	x	-1%	51%[activator]	6%	14%
CC(=O)N1N=C(c2ccccc2O)CC1c1cccs1 (stereo not drawn)	1%	-6%	-1.6	28%	7%	-5%	-14%	-7%	14%
Cc1ccc(/C=C/c2onc(C)c2S(=O)(=O)N2CCC(C(=O)NCc3ccc(N(C)C)cc3)CC2)cc1	-13%[60.1 µM]	1%	0.1	0%	0%	18%	-11%	x	u
CCOC(=O)C1CCN(C(=O)CNC(=O)c2nn(-c3ccc(OC)cc3)c(=O)c3ccccc23)CC1	-6%	2%	-1.7	41%	3%	94%[activator]	1%	-23%	u
Cc1ccccc1OCC(=O)NCC(=O)N/N=C/c1ccc(Br)o1	-5%	-6%	-0.3	u	-12%	-11%	-12%	-3%	-21%
COc1ccc(CCN2C(=O)CS/C2=N\NC(=O)c2cccs2)cc1OC	-3%	-3%	-0.5	63%	0%	25%	-3%	4%	1%
Cc1cccn2c(=O)c3cc(C(=O)NC4CCCCCC4)sc3nc12	-14%	0%	-0.5	34%	-1%	13%	-2%	22%	-2%
CCCC(=O)Nc1ccc2c(c1)nc(CN1CCCCC1)n2C	-16%	1%	0.1	25%	-6%	-5%	-13%	0%	-3%
CC(NC(=O)C1CCC1)c1ccc(Br)cc1 (stereo not drawn)	-14%	3%	-0.8	-10%	-2%	11%	-3%	3%	-18%
O=C(Nc1ccc(C(=O)N2CCCC2)cc1)C1CCCC1	-5%	x	x	x	2%	-7%	x	x	10%
O=C(Nc1cc2c(cc1C(=O)c1ccccc1)OCCO2)c1ccc(Br)cc1	11%	1%	0.3	3%	-3%	4%	-14%	x	-28%

Nothing new here: entries from further up.
SMILES	POLK inh	BLM helicase inh	TRHR agonist	POLB inh	ERG Ets-DNA blk	POLI inh	Apoferritin bind	APEX1 inh	ALOX12 inh
CCCCNC(=O)c1ccc2c(=O)n(Cc3ccc(OC)cc3)c(=O)[nH]c2c1	-1%	3%	0.4	26%	3%	17%	-11%	x	u
CC1Sc2ccc(S(=O)(=O)CCC(=O)N3CCCCC3)cc2NC1=O (stereo not drawn)	6%	1%	-0.1	8%	5%	6%	-13%	20%	-9%
O=c1[nH]c2c(c(=O)[nH]1)OCN(Cc1ccccc1)C2	-7%	x	x	x	-1%	10%	x	x	16%

Other records follow:
SMILES	POLK inh	BLM helicase inh	TRHR agonist	POLB inh	ERG Ets-DNA blk	POLI inh	Apoferritin bind	APEX1 inh	ALOX12 inh
CCOC(=O)C1(CCc2ccccc2)CCN(C(=O)CN2C(=O)CSC2=O)CC1	-8%	-7%	-0.5	-2%	9%	26%	-23%	4%	13%
Cc1cc(SCC(=O)Nc2c(C)n(C)n(-c3ccccc3)c2=O)nc2ccccc12	-12%	1%	-1.4	51%	3%	24%	-11%	32%[activator]	5%
CCCC(=O)Nc1ccc(Oc2ccc(NC(=O)CCC)cc2)cc1	3%	-9%	0.2	13%	-2%	21%	-1%	-10%	-9%
O=c1c2cn(Cc3ccc(F)cc3)c3ccc(F)cc3c-2nn1Cc1ccc(F)cc1	0%	-1%	0.3	u	-10%	27%	-12%	4%	14%
Cc1ccccc1Oc1nc2c(C)cccn2c(=O)c1/C=C(\C#N)C(=O)Nc1c(C)n(C)n(-c2ccccc2)c1=O	-21%	-10%	-0.9	12%	2%	3%	u	17%	-19%
COc1cccc(CNC(=O)CCC2CCCN(C(=O)c3ccc(OC)o3)C2)c1 (stereo not drawn)	1%	-1%	-1.6	-2%	-12%	35%	-2%	3%	-8%
O=C(Nc1ccc(F)cc1)c1nsc(Cl)c1Cl	-20%	-7%	-0.3	8%	2%	8%	-7%	-3%	15%
COc1ccc(C2COC(=O)C2=N)c(NC(=O)c2ccc(Cl)cc2)c1 (stereo not drawn)	0%	-10%	-0.9	-13%	0%	10%	0%	-2%	-30%
COC(=O)c1ccc(NC(=O)CSc2nnnn2C2CCCCC2)cc1	-5%	3%	-0.2	3%	2%	3%	-2%	4%	0%
COCCCNS(=O)(=O)c1ccc(N2CCCCS2(=O)=O)cc1	1%[60.1 µM]	-1%	0.4	0%	-4%	17%	34%[activator]	x	-15%
O=C(O)CCN1/C(=C/C=Nc2ccccc2)Oc2ccccc21	-12%	-4%	-0.2	16%	-3%	-18%	-19%	-1%	0%
CCCN(CC1CCCO1)C(=O)CCc1nnc(-c2cc(C)on2)o1 (stereo not drawn)	1%	-4%	4.4	15%	-13%	45%[activator]	-10%	3%	-9%
CCc1ccccc1OCC(=O)Nc1cc(S(=O)(=O)N(CC)CC)ccc1N1CCOCC1	7%	x	0.7	x	2%	7%	x	31%	42%[activator]
COc1ccc(NC(=O)c2ccc(NC(=O)CSc3nc(N)cc(=O)[nH]3)cc2)cc1	-2%	x	-0.2	x	16%	-5%	x	-15%	-27%
O=c1cc(CSc2nc3ccccc3c(=O)[nH]2)c2ccc(O)cc2o1	u	-3%	-0.3	-25%	17%	u	-13%	-1%	u
Cc1nn(CC(=O)Nc2ccncc2)c(C)c1[N+](=O)[O-]	1%	-7%	-0.6	-22%	x	-14%	1%	2%	-6%
CCc1ccc2[nH]c(=O)c(CN(Cc3ccc4c(c3)OCO4)Cc3nnnn3C3CCCC3)cc2c1	-11%	-8%	1.3	10%	-4%	6%	7%	-9%	-21%
O=c1ccn([C@@H]2O[C@H](COP(=O)(O)OP(=O)(O)O)[C@@H](O)[C@H]2O)c(=O)[nH]1	-14%[60.1 µM]	x	x	15%[57.1 µM]	x	9%[58.9 µM]	15%	-3%&1%	u
C=CCNc1nc(NCCN2CCOCC2)nc(N2CCOCC2)n1	-4%	-1%	1.1	9%	1%	15%	-7%	0%	2%[57.4 µM]
CC(C)c1ccc(NC(=O)NN2CCOCC2)cc1	-8%	-1%	0.1	-2%	0%	-7%	-3%	12%	-3%
O=C(Nc1ccccc1)C1CCCN1C(=O)NCc1ccccc1 (stereo not drawn)	-1%	-2%	0.3	43%	6%	116%[activator]	-5%	1%	295%[activator]
Cc1ccc(C)c(N2CCN(S(=O)(=O)c3cc4c(cc3C)NC(=O)CO4)CC2)c1	8%	-2%	0.0	3%	-12%	-14%	-10%	3%	14%
CCN(C(=O)COC(=O)c1cncc(Br)c1)C1CCS(=O)(=O)C1 (stereo not drawn)	-3%	-2%	0.3	19%	-1%	-9%	5%	11%	-6%
COc1ccc(C2=C(c3ccc([N+](=O)[O-])cc3)C(=O)OC2)cc1	-12%	-2%	-0.7	17%	-2%	49%[activator]	-10%	8%	6%
CCc1ccccc1N(CC(=O)N1CCN(c2ccccc2)CC1)S(C)(=O)=O	-2%	-2%	0.0	32%	8%	10%	-16%	-6%	0%
Cc1ccc(Cl)cc1NC(=S)N(CCCN1CCN(C)CC1)Cc1cccs1	-15%	-5%	0.2	1%	3%	53%[activator]	-7%	3%	-1%
CC(=O)c1cn(CC(=O)Nc2ccccc2F)c2ccccc12	-5%	-3%	0.2	26%	0%	-20%	-7%	-9%	12%
CC(=O)c1cccc(NC(=O)C2CCCN(c3nnc(-n4cccc4)s3)C2)c1 (stereo not drawn)	-6%	3%	-0.6	-1%	-9%	-1%	u	x	0%
O=CNCC(=O)NCCc1ccc(Cl)cc1	-4%	-2%	0.1	11%	x	3%	-8%	0%	-9%
COc1ccc(NC(=O)c2sccc2C)cn1	-8%	-9%	0.5	2%	11%	161%[activator]	-9%	5%	0%
O=C(CSc1nnc(NC2CCCCC2)s1)NN1C(=O)NC2(CCCCC2)C1=O	-20%	0%	-0.8	18%[57.1 µM]	7%	-6%	-10%	0%	22%
COCCCNc1oc(-c2cccs2)nc1S(=O)(=O)c1ccc(C)cc1	-3%	-7%	3.2	40µM*	6%	79%[activator]	-4%	-4%	-10%
c1ccc(Cn2nnc3c(NCC4CCCO4)ncnc32)cc1 (stereo not drawn)	-5%	-5%	-0.4	10%	-2%	6%	-18%	-1%	-20%
O=C(CN1c2cccc3cccc(c23)S1(=O)=O)Nc1c(F)c(F)c(F)c(F)c1F	-13%	x	x	x	15%	-3%	x	-17%	-7%
O=C(c1cccc(Cl)c1)N1CCN(CCCc2ccccc2)CC1	7%	-2%	-0.1	0%	9%	10%	-9%	-1%	u

Some of the compounds tested; the hit share may differ from the screen's.
